# Screening data deposited in PubChem by Sanford-Burnham Center for Chemical Genomics.
# Gli-Sufu block: blocks Gli-Sufu signaling in a luciferase reporter | Sufu-KO-LIGHT fibroblasts, Gli luciferase reporter luminescence | inhibition, % at 5 µM | 340,000 compounds, 0.74% hits | AID 588413;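 active means inhibition above about 55%, limit read from the data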;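 further: 0% = DMSO-treated cells and 100% = wells with medium but no cells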
# Jurkat NFkB inh: inhibitors of the PMA/ionomycin-induced NF-kB reporter in Jurkat cells; 330,000 compounds, 0.53% hits; AID 435003; PMA/ionomycin-induced NF-kB luciferase reporter, luminescence; inhibition, % at 4 µM
# CCR6 antagonist: blocks CCL20-driven beta-arrestin recruitment at human CCR6. P51684. CHO-K1 CCR6 PathHunter beta-arrestin, luminescence, CCL20-stimulated. inhibition, % at 20 µM. 340,000 compounds, 0.49% hits;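 active means compounds whose inhibition of the agonist-driven luminescence signal at 20 µM reaches about 50%, limit read from the data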;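 further: cells stimulated with CCL20 at 14 nM final; plate controls were DMSO with CCL20 for no effect and DMSO without agonist for full effect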
# Target sequence (P51684 whole entry, looked up): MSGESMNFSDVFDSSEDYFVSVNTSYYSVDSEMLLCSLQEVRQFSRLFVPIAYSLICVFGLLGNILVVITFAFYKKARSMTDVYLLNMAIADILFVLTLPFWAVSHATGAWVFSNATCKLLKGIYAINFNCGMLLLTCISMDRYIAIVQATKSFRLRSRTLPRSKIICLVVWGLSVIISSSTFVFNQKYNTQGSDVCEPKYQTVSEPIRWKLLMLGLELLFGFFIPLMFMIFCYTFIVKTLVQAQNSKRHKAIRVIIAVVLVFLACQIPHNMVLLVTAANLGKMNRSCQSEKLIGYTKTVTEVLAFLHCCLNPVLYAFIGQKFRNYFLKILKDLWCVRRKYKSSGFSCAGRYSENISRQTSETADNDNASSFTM
# EBI2 block: EBI2 (human) antagonism; inhibition, % at 5 µM; EBI2 beta-arrestin recruitment, luminescence, 7a,25-OHC stimulated; 360,000 compounds, 0.81% hits; P32249; AID 651636; in the data active means inhibition above about 38%;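 further: enzyme fragment complementation signal reports receptor beta-arrestin coupling in cells; 0% = agonist plus DMSO wells and 100% = wells without agonist; some results beyond the cut were filed as inactive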
# Target sequence (P32249 whole entry, looked up, the tested form may be a part): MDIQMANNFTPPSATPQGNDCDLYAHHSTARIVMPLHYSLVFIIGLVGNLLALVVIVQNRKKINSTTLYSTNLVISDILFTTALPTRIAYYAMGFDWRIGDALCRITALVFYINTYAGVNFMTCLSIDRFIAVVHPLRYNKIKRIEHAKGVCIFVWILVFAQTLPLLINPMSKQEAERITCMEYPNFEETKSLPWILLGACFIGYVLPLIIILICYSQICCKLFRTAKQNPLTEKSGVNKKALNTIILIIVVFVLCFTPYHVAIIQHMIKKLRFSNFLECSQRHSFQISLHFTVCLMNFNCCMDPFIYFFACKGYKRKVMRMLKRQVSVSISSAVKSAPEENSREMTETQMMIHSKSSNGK
# UBC13 polyUb: blocks human UBC13 polyubiquitin chain formation; P61088; TR-FRET; inhibition, % at 20 µM; 330,000 compounds, 0.47% hits; AID 485273; in the data active means inhibition above about 45%, passing the limit was not always enough
# Target sequence (P61088 whole entry, looked up): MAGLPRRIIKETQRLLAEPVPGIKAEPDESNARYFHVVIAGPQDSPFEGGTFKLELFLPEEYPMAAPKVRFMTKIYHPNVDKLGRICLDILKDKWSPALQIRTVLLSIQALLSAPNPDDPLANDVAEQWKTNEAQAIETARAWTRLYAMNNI
# Apaf1 inhib: human Apaf-1 inhibition; O14727; reconstituted apoptosome caspase-3 activity, DEVD-Rh110 fluorescence; inhibition, % at 20 µM; 330,000 compounds, 0.71% hits; AID 489030; active means inhibition of at least 40% at 20 µM;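 further: plate controls were DMSO wells for no effect and DEVD-CHO caspase inhibitor wells for full effect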
#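 System: reconstituted apoptosome with Apaf-1, cytochrome c, caspase-9, procaspase-3, dATP; Signal: Rh110 fluorescence intensity; Schedule: 30 min compound preincubation, 50 min activation, room temperature; Reagent: cytochrome c trigger plus (Z-DEVD)2-Rh110 caspase-3 substrate.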
# SENP8 inh: blocks the human protease SENP8 | Q96LD8 | purified SENP8, Z-RLRGG-aminoluciferin cleavage, luminescence | inhibition, % at 10 µM | 330,000 compounds, 1.2% hits | AID 2540
# Target sequence (Q96LD8 whole entry, looked up): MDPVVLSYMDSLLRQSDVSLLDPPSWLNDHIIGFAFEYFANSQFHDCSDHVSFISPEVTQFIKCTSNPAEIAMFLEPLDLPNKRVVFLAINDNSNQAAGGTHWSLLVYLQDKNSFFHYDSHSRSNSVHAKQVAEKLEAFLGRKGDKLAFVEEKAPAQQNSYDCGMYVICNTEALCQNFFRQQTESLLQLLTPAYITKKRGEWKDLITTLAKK
# 697 NFkB inh: lowers PMA/ionomycin-induced NF-kB signal in 697 B cells; 697 B-cell NF-kB luciferase reporter, 16 h; inhibition, % at 4 µM; 330,000 compounds, 0.33% hits; AID 435022; in the data active means inhibition above about 35%
# * hit, by the source's call. Unless noted, no stated cut-off is given here; in the data, active means inhibition above about 50%; inactive means the rest. These rows are one share of the data; rates above refer to the full screens.
SMILES,Gli-Sufu block,Jurkat NFkB inh,CCR6 antagonist,EBI2 block,UBC13 polyUb,Apaf1 inhib,SENP8 inh,697 NFkB inh
O=C(C1CC(=O)N(c2ccccc2)C1)N1CCC(c2nc3ccccc3[nH]2)CC1 (stereo not drawn),7,10,1,-4,1,3,2,8
O=C(COC(=O)c1ccc([N+](=O)[O-])o1)NCc1ccccc1,7,-16,-7,2,-26,17,-2,4
Cc1csc(SCC(=O)c2cc(C)n(Cc3cccs3)c2C)n1,13,-51,15,6,5,6,11,-346
c1ccc(Oc2nc(-c3cccnc3)nc3ccccc23)cc1,-11,3,9,2,9,1,-2,1
CC1CCN(C(=O)CNC(=O)Cn2ccc3ccccc3c2=O)CC1,9,-17,-31,1,4,3,-5,1
COC(=O)Cc1c(CSc2ccccc2)oc2ccc(O)c(CN(C)C)c12,-6,9,8,2,9,3,2,-31
Cc1nc(NCCNC(=O)c2ccco2)c2c(C)c(C)sc2n1,5,19,-5,1,12,-4,-3,-8
O=C(CCC(=O)N(CC(=O)NC1CCCC1)c1ccccc1F)Nc1nccs1,-1,2,11,-5,5,-1,-2,6
O=c1[nH]c2cc(C(F)(F)F)ccc2n1-c1cc(C(F)(F)F)ccc1O,3,23,-2,0,-8,1,9,15
CC(=O)Nc1cccc(Oc2ccc3c(c2)C(=O)N(CCC(=O)O)C3=O)c1,-3,-1,9,-6,5,-5,-4,23
Cc1cc2ncc(S(=O)(=O)C(C)(C)C)c(N)n2n1,-4,2,-9,2,-2,-4,5,12
CC(C(=O)N1CCc2ccccc21)N1CCN(Cc2ccccc2)CC1 (stereo not drawn),-8,6,13,-3,5,2,0,21
CC1CC1C(=O)OCC(=O)Nc1cccc(S(=O)(=O)NC2=NCCCCC2)c1 (stereo not drawn),3,3,1,-1,-4,3,0,-42
CCCS(=O)(=O)c1c(S(=O)(=O)CCC)c2c(N)cccn2c1C(=O)c1ccc(F)cc1,2,-1,25,5,-11,9,8,13
O=C(NCC1CCCO1)c1cccs1 (stereo not drawn),2,7,-9,-11,-7,-8,2,-21
COc1cc(/C=N/N=C2/NC(=O)C(CC(=O)O)S2)ccc1OCc1ccc(Cl)cc1 (stereo not drawn),-23,-39,9,-7,-15,15,4,1
COc1ccc(CCNS(=O)(=O)c2cnc(Cl)c(Br)c2)cc1OC,9,3,-8,11,16,-16,4,25
O=C(O)c1ccccc1NC(=O)C(Cc1ccccc1)N1C(=O)c2ccccc2C1=O (stereo not drawn),1,4,8,-2,-1,3,-1,8
O=C(CN1C(=O)S/C(=C\c2ccccc2Cl)C1=O)NC1C=CS(=O)(=O)C1 (stereo not drawn),-10,-9,-3,3,-10,5,2,-77
COc1cccc(CNC23CC4CC(CC(C4)C2)C3)c1OCc1ccccc1,8,-1,2,4,24,-21,-1,-15
CCOC(=O)CSc1nnc(CSc2nc3sc4c(c3c(=O)[nH]2)CCC4)n1-c1ccccc1,4,-14,3,-3,-9,18,-2,-2
N#Cc1cccnc1N1CCN(C(=O)c2ccc3c(c2)S(=O)(=O)c2ccccc2C3=O)CC1,50,14,-50,-5,5,8,6,10
Fc1ccc(CNCc2ccc3c(c2)OCO3)cc1,-3,-16,0,-6,1,-1,1,5
COc1ccc(-c2nnc3sc(-c4cccs4)nn23)cc1OC,-15,-37,12,12,24,17,-14,-31
Cn1nc(C(=O)N2CCN(S(=O)(=O)c3ccccc3)CC2)c2ccccc2c1=O,16,-4,-7,-3,-5,10,-1,-24

# Remaining list, next part:
SMILES,Gli-Sufu block,Jurkat NFkB inh,CCR6 antagonist,EBI2 block,UBC13 polyUb,Apaf1 inhib,SENP8 inh,697 NFkB inh
Cc1nc2ccccc2nc(C)c1=NO,9,-4,8,-6,-1,3,2,-21
Cc1ccccc1Cn1nc(C)c(NC(=O)c2noc3c2CCc2ccccc2-3)c1C,8,11,16,6,17,23,0,-11
COC(=O)c1ccccc1NC(=O)CC(=O)Nc1ccccc1C(=O)OC,4,10,12,-11,5,3,3,7
CCOC(=O)CCSCC(=O)N1N=C(c2cccs2)CC1c1ccc(C)cc1 (stereo not drawn),0,-10,14,33,2,14,0,10
Cc1cccc(N=C(NO)c2nonc2N)c1,1,5,6,-7,8,7,2,2
COc1ccc(CNC(=O)CN(c2cccc(OC)c2)S(C)(=O)=O)cc1,-11,-6,-5,5,4,0,-2,-8
O=C(Cc1ccc(-n2cccc2)cc1)N1CCc2ccccc21,-18,-16,-9,-5,-3,7,-10,8
Cc1cc(C(=O)NNS(=O)(=O)c2ccc(F)cc2)nn1C(C)(C)C,-3,-1,4,-6,-6,-6,-12,5
CS(=O)(=O)c1ccccc1C(=O)Nc1cccc(-c2nc3ccccc3o2)c1,-9,-11,-7,25,4,12,13,-14
CCOC(=O)c1cc2sccc2n1CC(=O)O,-2,-9,1,-4,3,-15,2,4
C/C(=N\NC(=O)c1cccc(C)c1)c1cccc(NC(=O)c2ccco2)c1,-8,-17,0,-10,2,1,4,11
CCOc1cc(C(c2c(C)[nH][nH]c2=O)c2c(C)[nH][nH]c2=O)ccc1O,8,7,8,-32,-80,32,6,34
CCOc1cc(/C=N/NC(=O)c2ccc(N(C)S(=O)(=O)c3ccccc3)cc2)ccc1OC,-9,-20,2,17,2,16,-2,1
N#Cc1ccc(NC(=O)C2=COCCO2)cc1,-5,-21,-10,-13,-4,-5,-1,4
COC(=O)c1ccccc1OC(=O)c1cc2ccccc2oc1=O,-8,-14,8,-1,2,7,-8,-5
COc1ccc(-c2cc(C(=O)NCc3ccco3)c3ccccc3n2)cc1OC,-1,-5,5,0,5,-12,9,22
C#CC[N+](C)(C)CCCCCCCCC,25,13,-6,-3,9,-5,1,-13
COC(=O)Cn1ccc2cc(S(=O)(=O)N3CCCCCC3)ccc21,3,8,0,1,-2,6,0,6
Cc1ccc(C2C(C(=O)c3cc4ccccc4o3)=C(O)C(=O)N2CCN2CCOCC2)cc1 (stereo not drawn),-1,-1,13,5,-9,-3,9,11
O=C(Cn1cccc1C(=O)c1ccccc1)NCCC1=CCCCC1,-9,-9,0,1,-6,3,-1,10
Cc1sc2nc(CSc3nnnn3-c3ccc(Cl)cc3)[nH]c(=O)c2c1C,4,0,4,3,17,14,-8,-2
O=[N+]([O-])c1cccnc1N1CCC(c2cc(-c3ccc(Cl)cc3)n[nH]2)CC1,-17,7,26,29,-2,28,-5,-35
CCOC(=O)C1CCN(C(=O)c2cc3cc(Br)ccc3oc2=O)CC1,27,0,-2,-6,-10,8,8,-4
CC(C(=O)NC1CCCc2ccccc21)N1CCN(Cc2ccc3c(c2)OCO3)CC1 (stereo not drawn),1,2,-4,-4,8,4,-3,20
C[N+](C)(CC#Cc1ccccc1)CC(=O)c1ccccc1,7,2,13,-21,-4,-4,-3,16

# Carrying on.
SMILES,Gli-Sufu block,Jurkat NFkB inh,CCR6 antagonist,EBI2 block,UBC13 polyUb,Apaf1 inhib,SENP8 inh,697 NFkB inh
COc1ccc(CNC(=O)COC(=O)c2ccc(OCc3c(C)noc3C)cc2)cc1OC,4,-8,-2,-3,-6,3,-13,-1
COCCn1c(SCC(=O)Nc2c(C)n(C)n(-c3ccccc3)c2=O)nnc1-c1ccncc1,1,10,5,-7,-6,5,-6,-3
COc1cc(/C=C/C(=O)O)ccc1OCc1ccc([N+](=O)[O-])cc1,-8,-10,11,-2,-3,-1,2,-3
Cc1cccn2cc(CNc3ccccc3)nc12,-65,-54,-2,-8,-18,0,-12,-67
CC(/C=C1\SC(=S)N(c2ccc(C(=O)O)cc2)C1=O)=C\c1ccccc1,17,-6,10,13,-10,23,-3,32
O=C(OCC(=O)N1CCOCC1)c1ccc(F)cc1Cl,-47,-17,0,8,-12,8,-17,1
COc1ccc(OCc2cc(C(=O)NCC3(C)COC3)no2)c(Cl)c1,18,-31,-3,-17,4,5,-6,-70
O=C(COc1ccc(Cl)cc1)Nc1ccccc1CO,-21,-28,-23,-1,3,10,-15,-13
COc1ccc(CC2(CO)CCN(Cc3cc4ccccc4o3)CC2)cc1,23,0,-3,6,8,-4,5,21
O=C(Cn1c(=O)cnc2ccccc21)N1CCCc2ccccc21,-1,-8,18,8,-17,10,-6,1
COc1ccc(C(=O)N/C(=C\c2ccccc2)C(=O)Nc2ccc(C(=O)O)cc2)cc1,4,19,-2,-1,-3,5,-2,9
CC(C)Cn1c(N)c(C(=O)CSc2nccn2C)c(=O)n(C)c1=O,-11,5,-2,-5,-3,-2,-11,0
O=S1(=O)CCN2N=C(C34CC5CC(CC(C5)C3)C4)SC2=N1,-2,11,3,-6,-5,15,-12,-16
CCC(C)[C@H](NC(=O)NC1CCCc2ccccc21)C(=O)O (stereo partly drawn),1,-5,-7,-5,-7,-1,-6,12
CCC(CC)C(=O)c1c[nH]c(C(=O)NCCc2ccccn2)c1,-6,2,-18,1,7,-5,4,13
COc1ccc(-n2ccc(=O)c3c2CCCC3=O)cc1,0,-3,1,3,7,-2,-3,6
COc1cc(Cl)c(CN2CCC(CCC(=O)NC3CC3)CC2)cc1OC,10,-14,10,-3,-4,3,-4,-14
CC1Cc2ccccc2N1C(=O)CN1CCC(n2nnc3cc(C(F)(F)F)ccc32)CC1 (stereo not drawn),10,6,4,-9,0,12,-4,6
COc1ccc(NC(=O)CSC(C)c2nc3ccccc3c(=O)[nH]2)cc1 (stereo not drawn),32,3,-1,5,1,-11,-2,12
CCCCn1c(SCC(=O)Nc2nnc(CC)s2)nc2ccccc2c1=O,6,-24,-2,-13,-19,3,-6,-24
COC(=O)C1=C(C)Nc2c(c(=O)n(C)c(=O)n2C)C1c1cccs1 (stereo not drawn),-30,-3,2,5,-2,-1,2,12
C=CCn1c(SCC(=O)Nc2ccc(OC)cc2)nnc1-c1cnccn1,-12,13,12,2,8,-1,2,11
O=C(CSc1nc2ccccc2s1)NCC1CCCO1 (stereo not drawn),-15,-1,-25,-8,-6,-2,-5,12
CC(C)Sc1nc(SCC(=O)NCc2ccco2)c2c3c(sc2n1)COC(C)(C)C3,-10,-140,24,6,-2,25,-1,-36
Cc1occc1C(=O)N/N=C/c1cccc2ccccc12,-77,-85,9,11,-10,11,89*,-79

# The listing continues.
SMILES,Gli-Sufu block,Jurkat NFkB inh,CCR6 antagonist,EBI2 block,UBC13 polyUb,Apaf1 inhib,SENP8 inh,697 NFkB inh
COc1cccc2sc(=NC(=O)CS(=O)(=O)c3ccc(F)cc3)n(C)c12,61*,-18,16,1,19,5,-8,-17
CC1CCCCC1NC(=O)COC(=O)/C=C/c1ccc2c(c1)OCO2 (stereo not drawn),0,-5,18,8,4,-4,-4,26
CC(Oc1ccc(Cl)cc1Cl)C(=O)N(C)c1ccccc1 (stereo not drawn),2,-7,5,11,2,16,2,9
O=C1C2CC=CCC2C(=O)N1c1n[nH]c(Cc2ccccc2)n1 (stereo not drawn),-7,-8,-2,-5,4,-16,7,2
CS(=O)(=O)N1CCC(C(=O)Nc2ccc(F)c(Cl)c2)CC1,17,14,8,4,0,-6,-7,-19
NCC(=O)N1CCC(C(=O)N[C@@H](Cc2c[nH]c3ccccc23)C(=O)O)CC1,3,-10,12,-4,-10,2,-9,-2
CC(C)NC(=S)N1CCN(Cc2ccc3c(c2)OCO3)CC1,0,-3,9,-13,-3,9,-7,-3

# Results in EBI2 block and Jurkat NFkB inh (two entries from above):
mol | EBI2 block | Jurkat NFkB inh
CC1CCCCC1NC(=O)COC(=O)/C=C/c1ccc2c(c1)OCO2 (stereo not drawn) | 8 | -5
CC(C)NC(=S)N1CCN(Cc2ccc3c(c2)OCO3)CC1 | -13 | -3

# 2 entries drawn at random from those above:
SMILES,Gli-Sufu block,Jurkat NFkB inh,CCR6 antagonist,EBI2 block,UBC13 polyUb,Apaf1 inhib,SENP8 inh,697 NFkB inh
CC(C)NC(=S)N1CCN(Cc2ccc3c(c2)OCO3)CC1,0,-3,9,-13,-3,9,-7,-3
CS(=O)(=O)N1CCC(C(=O)Nc2ccc(F)c(Cl)c2)CC1,17,14,8,4,0,-6,-7,-19

# Entries listed so far containing a CF3 group:
SMILES,Gli-Sufu block,Jurkat NFkB inh,CCR6 antagonist,EBI2 block,UBC13 polyUb,Apaf1 inhib,SENP8 inh,697 NFkB inh
O=c1[nH]c2cc(C(F)(F)F)ccc2n1-c1cc(C(F)(F)F)ccc1O,3,23,-2,0,-8,1,9,15
CC1Cc2ccccc2N1C(=O)CN1CCC(n2nnc3cc(C(F)(F)F)ccc32)CC1 (stereo not drawn),10,6,4,-9,0,12,-4,6
